Assay outcomes as filed in PubChem BioAssay.
mcGAS inh – blocks mouse cGAS activity; Q8C6L5; recombinant cGAS, Kinase-Glo ATP depletion luminescence; inhibition, % at 12.5 µM; actives 0.15% (n = 160,000); AID 1259399;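 further: 0% = negative control wells and 100% = reference inhibitor with no enzyme activity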
NPYLR7 ag – mosquito NPYLR7 agonism. AID 1259423. activation, % at 10 µM. actives 0.15% (n = 270,000). HEK293T NPYLR7/Galpha15, GCaMP6s calcium fluorescence; in the data active means activation above about 40%;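 further: 0% = vehicle and 100% = reference agonist at the receptor; some compounds past the cut are filed as inactive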
hcGAS lum – inhibitors of human cGAS; Q8N884; recombinant h-cGAS, ATP depletion, Kinase-Glo luminescence; inhibition, % at 12.5 µM; actives 0.081% (n = 290,000); AID 1259398;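 further: 0% = vehicle reaction and 100% = reaction without DNA for no activity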
Target sequence (Q8N884 whole entry, looked up): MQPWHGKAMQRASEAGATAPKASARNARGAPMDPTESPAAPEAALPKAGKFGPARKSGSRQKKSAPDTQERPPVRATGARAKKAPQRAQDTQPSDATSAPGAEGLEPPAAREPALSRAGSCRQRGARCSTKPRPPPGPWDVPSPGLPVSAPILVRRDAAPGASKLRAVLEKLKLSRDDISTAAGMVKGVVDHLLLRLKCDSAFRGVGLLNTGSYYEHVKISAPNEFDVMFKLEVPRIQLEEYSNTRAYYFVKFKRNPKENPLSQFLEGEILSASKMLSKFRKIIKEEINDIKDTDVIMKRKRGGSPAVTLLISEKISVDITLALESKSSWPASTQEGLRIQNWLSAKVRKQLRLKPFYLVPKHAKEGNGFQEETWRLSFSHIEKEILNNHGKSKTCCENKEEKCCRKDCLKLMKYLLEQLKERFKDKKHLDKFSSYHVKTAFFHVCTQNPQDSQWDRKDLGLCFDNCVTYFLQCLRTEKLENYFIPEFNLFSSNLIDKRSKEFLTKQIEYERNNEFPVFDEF
Starred values were filed as active, the others as inactive; · = no result given. Unless noted, no stated cut-off is given here; in the data, active means inhibition above about 40%; inactive means the rest. The order is random. Share with any hit: about 0.29%.

Second line of a record: mcGAS inh, NPYLR7 ag, hcGAS lum
> COc1ccc(Cl)cc1N1CCN(C(=O)c2ccc(Cl)cc2Cl)C(C)C1=O (stereo unspecified)
→ -6, 0, -3
> Fc1ccc(CC2CCN(Cc3nccs3)CC2)cc1
→ ·, 0, -6
> O=C1CN(Cc2ccccc2F)c2ccccc2N1
→ ·, 11, -3
> CC(=O)CC1(O)C(=O)N(Cc2ccccc2Cl)c2c(C)cc(C)cc21 (stereo unspecified)
→ ·, -1, -6
> NC(=O)c1cccc(CC2CCN(C(=O)CCc3cn4ccccc4n3)C2)c1 (stereo unspecified)
→ ·, 2, -6
> O=[N+]([O-])c1cccc(S(=O)(=O)N2CCN(c3nc4nccc(-c5ccc(Cl)c(Cl)c5)n4n3)CC2)c1
→ -6, 31, -3
> Cn1cccc1C1CC(c2ccc(F)cc2)=NN1C(=O)CN1CCOCC1 (stereo unspecified)
→ -5, 20, -6
> CN(C)CCCN(C(=O)c1ccc(Cl)s1)c1nc2cc3c(cc2s1)OCO3
→ -6, -1, -4
> Cc1ccc(Cc2nc(N3CCN(C(=O)Nc4ccccc4)CC3)c3c(C)nn(-c4ccccc4)c3n2)cc1
→ -7, 11, -8
> CNC(=S)NN=Cc1ccc(N2CCOCC2)s1
→ -5, 7, -8

Continuation.
Second line of a record: mcGAS inh, NPYLR7 ag, hcGAS lum
> CC(C)c1cccc(N(C)CC2=NS(=O)(=O)c3ccccc3N2)c1
→ ·, 7, -20
> CN(C)C(=O)CN1C(=O)C(CCC(=O)N2CCC(O)(c3ccccc3)CC2)NC(=O)c2ccccc21 (stereo unspecified)
→ ·, -2, 5
> Cc1cc(C)c2oc3c(c(=O)c2c1)C(c1cccc(O)c1)N(Cc1cccnc1)C3=O (stereo unspecified)
→ -11, 5, -8
> NN1C(=O)c2cccc3c(N4CCOCC4)ccc(c23)C1=O
→ ·, 4, -3
> Cc1nc(SCc2ccc([N+](=O)[O-])cc2)c2c(=O)n(C)c(=O)n(C)c2n1
→ ·, 8, -2
> COC(=O)c1c(NC(=O)CN(C)Cc2ccco2)sc2c1CCCC2
→ -6, -1, -5
> CCC(c1nc(C)no1)n1ccnc1-c1ccc(-n2cccn2)cc1 (stereo unspecified)
→ ·, 8, -8
> Cc1cc(=O)n2c3ccccc3n(CC(O)CN3CCN(c4ccccc4)CC3)c2c1C#N (stereo unspecified)
→ -2, 2, 1
> CCNC(=O)c1ccc(Sc2nnnn2-c2ccc(Cl)cc2)nn1
→ ·, 1, 3
> Cc1cc(C(=O)Nc2nnc(C3CC3)s2)c(C)s1
→ ·, 5, -8

Given bar-delimited: two of the compounds above.
smiles | mcGAS inh | NPYLR7 ag | hcGAS lum
NN1C(=O)c2cccc3c(N4CCOCC4)ccc(c23)C1=O | · | 4 | -3
CCNC(=O)c1ccc(Sc2nnnn2-c2ccc(Cl)cc2)nn1 | · | 1 | 3

More results
Second line of a record: mcGAS inh, NPYLR7 ag, hcGAS lum
> O=C(Nc1cccc(Cc2ccccc2)c1)Nc1ccc2nc([C@H]3C[C@H](O)[C@@H](CO)O3)[nH]c2c1
→ -5, 19, -5
> CC(NC(=O)c1ccc(S(=O)(=O)N2CCOCC2)o1)c1ccccc1 (stereo unspecified)
→ ·, -5, -2
> CC(Sc1nc2ccccc2s1)C(=O)N/N=C\c1ccc(Cl)cc1 (stereo unspecified)
→ -8, 3, -4
> CC(Cc1cn(CCCn2ccnc2)nn1)c1ccccc1 (stereo unspecified)
→ ·, 0, -12
> Cc1cccc(N=C2NN=C(c3ccco3)CS2)c1C
→ ·, -7, -1
> NC(=O)C(OC(=O)C12CC3CC(CC(C3)C1)C2)c1ccccc1 (stereo unspecified)
→ ·, 2, 3
> C=CCN1C(=O)C(=Cc2cc(OC)cc(OC)c2)SC1=S
→ ·, -2, 8
> CCC(=O)NC(C#N)=C(Cl)Cl
→ ·, -3, -2
> c1ccc(N2CCC(NCC3CCCCCC3)CC2)nc1
→ ·, 7, -6
> CN(Cc1nc(COc2ccccc2)no1)CC1COc2ccccc2O1 (stereo unspecified)
→ -11, 7, -11

(more compounds)
Second line of a record: mcGAS inh, NPYLR7 ag, hcGAS lum
> NC(=O)C1CCCCN1C(=O)Cc1ccc(-c2ccccc2)cc1 (stereo unspecified)
→ -5, 4, -12
> CN=c1scc(-c2ccc(Cl)s2)n1/N=C\c1ccc2c(c1)OCO2
→ ·, 1, -2
> CS(=O)(=O)c1cnc(N2CCOCC2)nc1C1CCCNC1 (stereo unspecified)
→ -12, 3, -6
> Cc1ccc2[nH]c3c(C#N)c(O)cn3c(=O)c2c1
→ ·, 3, -4
> N=C1c2ccccc2CN1Nc1ncc(C(F)(F)F)cc1Cl
→ ·, 2, -5
> CCc1cccc(NC(=O)Cc2c(C)nn(C)c2C)c1
→ ·, -2, -10
> CN1CCN(C(=O)CCC2CCCN(Cc3cccc(C(F)(F)F)c3)C2)CC1 (stereo unspecified)
→ ·, 4, -8
> O=[N+]([O-])c1ccc(CS(=O)c2nc(C(F)(F)F)cc(C(F)(F)F)n2)cc1 (stereo unspecified)
→ ·, 2, -8
> O=C(NCc1cccc(C(F)(F)F)c1)c1ccc(CSc2nnc(-c3ccco3)n2-c2ccc(F)cc2)cc1
→ -3, -2, -4
> CC1(C(=O)Nc2ccccc2Br)CCN1C(=O)C1CCCCC1 (stereo unspecified)
→ ·, 6, 0

The list goes on:
Second line of a record: mcGAS inh, NPYLR7 ag, hcGAS lum
> CCOC(=O)N(C)CC(=O)NCC1(c2cccc(Cl)c2)CCOCC1
→ ·, -3, 2
> C(=N/Nc1nc(N2CCCC2)nc(N2CCCC2)n1)/c1ccncc1
→ -7, -3, -10
> COC(=O)c1c(NC(=O)c2nn3c(C(F)(F)F)cc(-c4ccccc4)nc3c2Cl)sc2c1CCCC2
→ -7, 28, -8
> C=C(Br)COc1nnc(-c2ccccc2)o1
→ ·, 8, -6
> COc1cccc(CN2CCCC(c3[nH]ncc3-c3cccc(C(F)(F)F)c3)C2)c1O (stereo unspecified)
→ -11, 29, -5
> CCCc1cc(=O)[nH]c(-n2nc(C)cc2NC(=O)c2ccc(F)cc2)n1
→ -7, 5, -8
> COc1cc(CNc2nn[nH]n2)cc(Cl)c1OCc1ccccc1F
→ ·, -17, -3
> CN=c1scc(-c2ccccc2F)n1N=Cc1ccc(SC)cc1
→ ·, -7, -11
> CCc1nc(-c2c(-c3ccccc3)ncn2CC(O)c2cccnc2)c(C)[nH]1 (stereo unspecified)
→ -12, 1, -5
> CN(CCC1CCOCC1)Cc1nc(-c2cccc(Cl)c2)no1
→ ·, 4, -3

More compounds.
Second line of a record: mcGAS inh, NPYLR7 ag, hcGAS lum
> Cc1ccc(C(CC(=O)N2CCCC2)c2ccccc2)cc1 (stereo unspecified)
→ -10, -6, -9
> CC(C)N(CC(=O)N1c2ccccc2-n2cccc2C1c1cccc(Cl)c1)C(=O)c1cccc([N+](=O)[O-])c1 (stereo unspecified)
→ -3, 11, -2
> C=CCc1cccc2cc(C(=O)Nc3ccc(OC)cc3OC)c(=O)oc12
→ -5, 2, -5
> COc1ccc(OCCNC(=O)Cc2c[nH]c3ccccc23)cc1
→ -7, 8, -5
> CCOC(=O)CCCCC(=O)c1[nH]c(=O)[nH]c1CSc1nc2ccccc2[nH]1
→ -4, 0, -1
> O=C(O)[C@H]1C[C@H](C(=O)NCc2cccnc2)CN(CCc2ccccc2)C1
→ ·, 0, -5
> O=C(c1cccs1)N1CCN(c2nccc(-c3ccc(Oc4ccccc4)cc3)n2)CC1
→ -4, 0, -6
> Cc1cc(N2CCC(C3(c4cccnc4)NC(=O)NC3=O)CC2)nc2ccccc12 (stereo unspecified)
→ ·, -1, -6
> CC(C)(C)c1cc(NC(=O)CN(CCc2ccccc2)C(=O)Nc2ccccc2Br)n(-c2ccccc2Cl)n1
→ -6, 16, -8
> CCc1cc2c(=O)n3c(nc2s1)/C(=C\c1ccc(OC)c(O)c1)CC3
→ 0, -4, -2

The list continues.
Second line of a record: mcGAS inh, NPYLR7 ag, hcGAS lum
> CN(C)C(=O)COC1CN(S(=O)(=O)Cc2cccc(C(F)(F)F)c2)C1
→ 0, -5, -1
> CC(C)N1C(=O)COCc2ccc(-c3cccnc3)cc21
→ ·, 5, -6
> O=C(CCn1cncn1)N1CC[C@@H](c2ccc3c(c2)OCO3)[C@H](O)C1
→ -10, ·, -5
> Cn1c(SCC(=O)NC(=O)NCc2ccco2)nnc1-c1ccco1
→ ·, 1, -10
> CCOc1nc(-c2ccc(C(F)(F)F)cc2)n(-c2ccc(NC(=O)Nc3ccccc3C)cc2)n1
→ -6, 10, 3
> CCSCC(=O)N1CCN(c2nnc(C(F)(F)F)s2)CC1
→ -6, ·, -12
> N#Cc1ccc(CNC(=O)C2(C(=O)Nc3ccc(F)cc3)CC2)c(F)c1
→ ·, 2, -5
> CCOC(=O)c1ccc(NC(=O)N2CCCN(c3c(-c4ccc(OC)cc4)cnc4ncnn34)CC2)cc1
→ -7, 6, -5
> CCOC(=O)C1=C(COC(=O)c2sccc2-n2cccc2)NC(=O)NC1c1ccc(OC)cc1 (stereo unspecified)
→ -3, 2, 1
> Cc1ccc(C2=NN(C(=O)CN3CCC(Cc4ccccc4)CC3)C(c3ccccc3)C2)cc1C (stereo unspecified)
→ ·, -1, -2

Next structures:
Second line of a record: mcGAS inh, NPYLR7 ag, hcGAS lum
> COc1ccc(-c2cnc(-c3cccc(CNC(=O)c4cccs4)c3)[nH]2)cc1
→ -5, 3, -4
> Cc1cccc(N2CCN(S(=O)(=O)CCNC(=O)c3ccco3)CC2)c1
→ -6, 2, -3
> Cc1nc([N+](=O)[O-])cn1CCC(=O)N[C@@]1(c2ccccc2)CCCC[C@H]1O
→ ·, 4, 0
> O=c1[nH]c(=S)[nH]c2ccccc12
→ ·, 0, 1
> FC(F)(F)c1cccc(/C=N\Nc2nc(N3CCOCC3)nc(N3CCOCC3)n2)c1
→ -6, -5, -6
> Cc1cnc(CNC(=O)CC(=O)Nc2cc(Cl)ccc2C)cn1
→ ·, 14, -5
> O=C(NCc1cnn2ccccc12)c1ccccc1C1CCNC1 (stereo unspecified)
→ -14, 4, -1
> Cc1ccc(-c2ccc(=O)n(CNC3(c4ccc(F)cc4)CCOCC3)n2)s1
→ -16, -1, -6
> O=C(CCc1nc2ccccc2s1)NCCN1Cc2ccccc2OC(c2ccccc2)C1 (stereo unspecified)
→ -12, 16, -7
> COC(=O)C(c1ccccc1)C1C=CC(NC(=O)c2ccc(F)cc2C(F)(F)F)C1 (stereo unspecified)
→ -6, 4, -7

Additional records:
Second line of a record: mcGAS inh, NPYLR7 ag, hcGAS lum
> C=CC[C@@H]1CC=C[C@@H](C)N1Cc1nc(-c2ccco2)oc1C
→ -9, 15, -8
> C=CCOCC(O)CN(CCC(C)C)Cc1cccc(OC)c1OC (stereo unspecified)
→ -5, 15, -3
> COc1ccc(-n2ncc3c2CC(C)(C)CC3NC(=O)CSc2ncccn2)cc1 (stereo unspecified)
→ ·, -4, -3
> O=C(O)c1c[nH]c2cc3c(cc2c1=O)OCCO3
→ ·, 3, -10
> COc1ccc(-c2cn(-c3ccccc3)nc2C(=O)N2CCNC(=O)C2)cc1OC
→ ·, -6, 4
> CC1=NN(c2ccccc2)C(=O)/C1=C/c1cn(-c2ccccc2)nc1-c1ccccc1
→ -3, 1, -7
> Cc1cc(=O)n(C)cc1NC(=O)COc1c(C)cccc1C
→ ·, 0, -12
> COc1cccc(C(=O)N2CCN(Cc3ccc(-c4noc(C5CCCC5)n4)cc3)CC2)c1C
→ -5, ·, -7
> CCc1ncc(CN2CCc3[nH]cnc3C2c2ccc(OC)cc2F)cn1 (stereo unspecified)
→ -9, 10, -6
> CN(c1cc(C(=O)NCCC#N)c2ccccc2n1)C1CCCCC1
→ ·, 24, -4

(more compounds)
Second line of a record: mcGAS inh, NPYLR7 ag, hcGAS lum
> Cc1cc(C)cc(C(=O)NNC(=O)c2ccccn2)c1
→ ·, -7, -6
> CCOC(=O)Cn1c2ccccc2n2nc(CCC(=O)O)c(=O)nc12
→ ·, 10, -10
> CC1ON=C(c2ccc(F)cc2)NC1=O (stereo unspecified)
→ ·, 8, -2
> COc1ccc(-n2c(C)c(C)n3c4c(=O)n(CCN5CCCCC5)c(=O)n(C)c4nc23)cc1
→ ·, 3, -2
> CCN1CCCC1CNC(=O)c1n[nH]c2c1CCCC2 (stereo unspecified)
→ -6, ·, -9
> COc1cncc(-c2ccc(O)cc2)c1
→ ·, -6, -3
> CCCn1c(SC(C)C(=O)NC(=O)NC)nc2cc(Cl)ccc21 (stereo unspecified)
→ ·, 11, -3
> CCOC(=O)c1sc(NC(=O)c2ccoc2)nc1C
→ -7, 1, -2
> Cc1ccc(C=Nn2c(C)cc(C)c(C#N)c2=O)s1
→ ·, 1, -2
> C=CCSc1nnc(NC(=O)c2cccc(OC)c2)s1
→ 3, 24, -1

(listing goes on)
Second line of a record: mcGAS inh, NPYLR7 ag, hcGAS lum
> COc1ccc(C(=O)N(CC(=O)N(CCc2c[nH]c3ccccc23)Cc2ccccc2OC)C(C)C)cc1
→ 0, -1, 4
> Cc1ccsc1CCNC(=O)CCC1CCCCN1C (stereo unspecified)
→ ·, 3, -5
> CCc1ccc(C2c3cccn3CCCN2Cc2cccc(OC)c2)cc1 (stereo unspecified)
→ -3, 9, -7
> Cn1ncnc1CCNC(=O)c1ccc(C2SCCS2)cc1
→ ·, -4, -6
> CCCNC(=O)c1cc(C2CCCCN2C(=O)OC)on1 (stereo unspecified)
→ -8, 0, -9
> O=C(CBr)c1cc2ccccc2o1
→ ·, -4, -5
> Cn1nc(C(=O)Nc2cccc(C(=O)NC3CC3)c2)ccc1=O
→ 1, 3, 3
> C=CCN(CC=C)c1nc(-c2ccc(C)cc2)nc2ccccc12
→ -6, 2, -6
> O=C(Nc1cccc(-c2cnco2)c1)C1CCCN1C(=O)C1CCCCC1 (stereo unspecified)
→ ·, 6, -6
